Compound activity (PubChem)
Growth percent in the NCI-60 one-dose screen (48 h, 10 µM unless noted): 100 = growth as untreated, 0 = no growth, -100 = all killed.
NCI-H322M = NCI-H322M lung cancer. actives 2.7% (n = 80,000). AID 1794733
IGROV1 = IGROV1 ovarian cancer. actives 4.7% (n = 79,000)
NCI-H23 = NCI-H23 lung cancer; actives 4% (n = 80,000); AID 1794731
NCI/ADR-RES = NCI/ADR-RES ovarian cells. actives 4.4% (n = 81,000)
NCI-H226 = NCI-H226 lung cancer | actives 3.5% (n = 79,000) | AID 1794732
NCI-H460 = NCI-H460 lung cancer; actives 6.8% (n = 82,000); AID 1794736
SK-OV-3 = SK-OV-3 ovarian cancer cells | actives 3.2% (n = 80,000)
NCI-H522 = NCI-H522 lung cancer. actives 8% (n = 78,000). AID 1794739
OVCAR-4 = OVCAR-4 ovarian cancer cells; actives 3.7% (n = 80,000)
* hit, by the source's call; / = not tested or not shown; & = joins results of further samples. How the source made its calls: active means growth percent below 10; inactive means the rest.

SMILES	NCI-H322M	IGROV1	NCI-H23	NCI/ADR-RES	NCI-H226	NCI-H460	SK-OV-3	NCI-H522	OVCAR-4
CCOC(=O)C(Cl)(C(=O)OCC)C(=O)OCC	103	106	105	103	98	97	112	/	116
Cn1cc(-c2noc(-c3cn(C)c4ncc(F)cc34)n2)c2ccccc21	41	45	75	58	77	23	7.7*	66	-29*
CCCCCN(CCCCC)C(C)=O	94	106	97	95	100	113	109	95	99
c1ccc(Cc2nnc3sc(-c4csc5c4CCCC5)nn23)cc1	90	98	99	94	94	97	116	100	98
CS(=O)(=O)C1=CN(CCO)C(=O)N2CCN=C12	91	95	104	106	106	98	100	89	95
CCN(CC)CCN(C(=O)C1c2ccccc2Oc2ccccc21)c1ccccc1	/	90	94	84	101	101	102	94	90
CCn1cc(CNc2cc3cc(OC)c(OC)cc3c(C)n2)c(C)n1	86	105	90	83	91	100	101	85	92
COC(=O)c1c2c(c(C)[n+]([O-])c1C)C(=O)C=C(NCc1ccc(F)c(Cl)c1)C2=O	-39*	-55*	-66*	-19*	/	-39*	/	-39*	/
COc1cc(O)c(C(=O)CC(=O)c2ccncc2)c(OC)c1	86	/	106	99	96	99	95	94	104
O=C1C(Cl)OC(c2ccccc2)=NN1c1ccccc1 (stereo unspecified)	82	77	97	60	94	101	92	57	102
COc1ccc(N=Nc2c(N)nn3c(N)c(C#N)c(-c4ccc(C)cc4)nc23)cc1	79	33	63	62	55	27	90	49	53
CC(Cc1cccc2ccccc12)C(C)(C(=O)Oc1ccccc1)C(=O)Oc1ccccc1 (stereo unspecified)	101	92	79	92	87	101	86	73	95
Cc1ccc(-c2cc(C(=O)N3N=C(c4ccc(N)cc4)CC3c3cc(-c4ccccc4)nn3-c3ccccc3)c3ccccc3n2)cc1 (stereo unspecified)	94	93	83	89	84	86	97	81	92
O=CNc1ncccn1	97	109	106	102	109	104	99	109	94
C=C1C(=O)O[C@H]2[C@H]1CC/C(COC(=O)n1ccnc1)=C\CC[C@@]1(C)O[C@@H]21	113	78	91	102	92	104	102	32	103
O=C(OCC(O)C(O)C(O)COC(=O)c1ccccc1)c1ccccc1 (stereo unspecified)	101	109	104	103	108	118	103	101	109
N#Cc1c(N=Cc2ccc(Br)cc2)n[nH]c1Nc1ccccc1	105	110	110	107	106	100	108	115	118
O=C1c2c(c3c4cccnc4[nH]c3c3ccc4ccccc4c23)C(=O)N1CCN1CCCCC1	70	43	29	41	65	12	63	63	95
CCOC(=O)/C(C#N)=C/Nc1ccc(Cl)nc1Cl	102	107	98	109	98	110	104	81	107
CCC(=O)OC1=C(C)SC2=NC(c3ccc(Cl)cc3)=CC(c3cc(OC)c(OC)c(OC)c3)N21 (stereo unspecified)	96	98	100	100	97	100	93	77	83
Cc1ccc(S(=O)(=O)Nc2ccc3ccccc3c2)cc1	106	60	99	86	89	98	87	72	89
O=C(CSc1nc2sc3c(c2c(=O)n1-c1ccc(Cl)cc1)CCCC3)N/N=C/c1ccc(Br)cc1	109	102	/	104	115	71	107	96	105
Clc1ncnc2c1ncn2C1CCCCO1 (stereo unspecified)	104	117	100	100	98	114	118	90	102
C#Cc1nc(C(=O)NCCCCCCC(=O)NO)cs1	29	-73*	-75*	2.0*	39	16	29	-58*	26
O=C(C[n+]1ccc(-c2ccccn2)cc1)c1ccc(O)c(O)c1	98	104	96	103	101	105	110	101	109
COc1ccc2[nH]c(O)c(N=NC(=O)c3ccc(S(N)(=O)=O)cc3)c2c1	102	106	100	102	100	107	109	104	105
Cn1c(=O)[nH]c(=O)c2nc3cc(-c4ccccc4)oc3nc21	106	111	93	105	106	104	108	97	104
O=C1c2cc(Cl)ccc2-c2c(O)cc(Cl)cc21	109	74	49	3.2*	94	99	95	76	66
Cc1[nH]nc2c1C(c1cc3c(cc1[N+](=O)[O-])OCO3)C(C#N)=C(N)O2 (stereo unspecified)	106	101	107	107	99	103	97	99	104
CCOC(=O)CCOc1cccc(N(CCO)CCO)c1	93	116	102	102	90	106	109	84	100
N#Cc1c(Nc2ccccc2)nn2c(-c3ccccc3)ccnc12	99	100	103	101	108	103	99	91	106
CCCCN(CCCC)CCCN1C(=O)c2ccccc2C1=O	108	/	97	105	107	110	114	104	103
COC(=O)c1nc(N)nc(C(=O)OC)c1C(=O)c1cccnc1	104	110	104	103	101	111	107	105	108
O=C(N/N=C/c1ccccc1)c1cnc2n(c1=O)CCCCC2	105	111	97	97	97	108	109	98	102
Cc1nn(-c2cc(=O)[nH]c3ccccc23)c(N)c1C#N	97	78	106	108	91	104	111	96	105
O=S(=O)(NC1CCCCC1)c1ccc2c(c1)C(Br)c1cc(S(=O)(=O)NC3CCCCC3)ccc1-2	99	117	106	119	111	108	105	98	112
CC(Sc1nc2sc3c(c2c(=O)n1-c1ccc(Cl)cc1)CCCC3)C(=O)Nc1nc(-c2ccc(Cl)cc2)cs1 (stereo unspecified)	95	112	90	99	93	102	113	93	110
O=C1CCC(C(=O)NNc2cc(F)ccc2F)N1 (stereo unspecified)	89	94	93	94	101	101	103	83	89
COc1ccc(C)cc1N	107	110	90	99	97	98	107	107	111
O=c1[nH]c(-c2cccnc2)nc2sc3c(c12)CCCCCC3	116	107	102	89	108	88	94	68	119
C=CCn1c(C)nc2cc(Nc3nc(N4CCN(C)CC4)nc4nc[nH]c34)ccc21	98	105	103	97	91	103	100	100	100
COc1cc(CNC(=O)CCCC/C=C/C(C)C)ccc1OCc1nnc(Nc2cccc(Cl)c2)o1	102	99	78	96	66	98	88	74	86
CCOC(=O)c1nn(-c2ccccc2)c2nc3nccc(-c4cc5c(ccc6ccccc65)oc4=O)c3c(=O)n12	99	83	80	78	81	103	76	60	116
CCOC(=O)C(C)(C)[N+](=O)[O-]	107	113	95	96	102	99	104	106	112
CC(C)CC(NC(=O)CN)C(N)=O (stereo unspecified)	104	102	107	100	95	103	103	87	100
O=C(NC(=S)Nc1ccc(Cl)cc1)c1ccccc1	107	/	98	104	108	105	115	53	86
CC(=O)Nc1ccc(N=Nc2ccc(N)c3cc(S(=O)(=O)O)ccc23)cc1	103	111	99	102	101	/	95	92	99
CC1CCCc2c1nc(N)c(C#N)c2-c1ccc(Cl)cc1 (stereo unspecified)	112	95	98	116	115	104	101	95	91
COc1c(F)ccc(C(=O)Nc2ccc3nc(NC(=O)C4CCCN(S(=O)(=O)c5ccc6c(c5)CCC6)C4)sc3c2)c1F (stereo unspecified)	87	75	74	72	61	70	91	59	50
O=c1nc(-c2ccccc2)c2cc(-c3ccc(N4CCOCC4)cc3)ccc2[nH]1	69	82	86	95	72	80	77	68	91

Looked up by structure from the list above (four):
SMILES	NCI-H322M	IGROV1	NCI-H23	NCI/ADR-RES	NCI-H226	NCI-H460	SK-OV-3	NCI-H522	OVCAR-4
c1ccc(Cc2nnc3sc(-c4csc5c4CCCC5)nn23)cc1	90	98	99	94	94	97	116	100	98
CCC(=O)OC1=C(C)SC2=NC(c3ccc(Cl)cc3)=CC(c3cc(OC)c(OC)c(OC)c3)N21 (stereo unspecified)	96	98	100	100	97	100	93	77	83
CCCCN(CCCC)CCCN1C(=O)c2ccccc2C1=O	108	/	97	105	107	110	114	104	103
Cn1cc(-c2noc(-c3cn(C)c4ncc(F)cc34)n2)c2ccccc21	41	45	75	58	77	23	7.7*	66	-29*

(further entries)
SMILES	NCI-H322M	IGROV1	NCI-H23	NCI/ADR-RES	NCI-H226	NCI-H460	SK-OV-3	NCI-H522	OVCAR-4
CCC(C)NC(=O)C1(N2C(=O)c3ccccc3C2=O)CCCC1 (stereo unspecified)	112	114	108	107	105	105	107	/	112
N#C/C(=C\c1ccc(-c2ccccc2F)o1)c1nc(-c2cccs2)cs1	96	75	92	102	90	111	109	96	105
CCN(CC)CCC12CC(C)OC1=Nc1ccccc1NC2=O (stereo unspecified)	94	96	98	102	102	107	106	/	114
COc1c(B(O)O)cccc1-c1nc2c(F)cc3n[nH]c(C)c3c2c2c1CCCC2	28	16	17	36	-0.7*	12	-1.5*	9.4*	44
Cc1nc2cncc(C#Cc3cncc(C(=O)Nc4ccc(CN5CCN(C)CC5)c(C(F)(F)F)c4)c3)c2nc1C	8.9*	-5.3*	7.5*	19	-29*	14	-27*	10	14
Cc1ccc(NS(=O)(=O)c2ccccc2)c(NS(=O)(=O)c2ccccc2)c1	109	107	87	95	105	102	102	102	97
O=C(O)C(=S)Cc1ccco1	114	111	107	107	109	106	110	79	/
O=C(/C=C/c1ccc(Oc2ccc(Br)cc2)cc1)c1ccc(Cl)cc1	102	95	92	96	108	99	108	89	90
CC(=O)Nc1ccc(Nc2ccc(NCCO)c3c2C(=O)c2c(O)ccc(O)c2C3=O)cc1	120	83	100	103	78	77	99	/	96
COc1ccc(NC(=S)/N=c2\oc3c(OC)cccc3cc2-c2cc3ccccc3[nH]2)cc1	81	63	70	57	59	70	69	86	56
CCN(CC)CCNCC(O)Cc1ccc(OC)cc1 (stereo unspecified)	91	111	103	107	90	107	92	66	120
O=C(NN1C(=O)CSC1c1cccc([N+](=O)[O-])c1)c1ccc(NC(=O)c2ccccn2)cc1 (stereo unspecified)	91	90	94	91	106	102	104	95	110
Cc1c(C(=O)N2CCNCC2)[nH]c2ccc(Cl)cc2c1=O	94	94	105	117	103	109	91	88	116
N#C/C(=C\c1cccc(Cl)c1)c1cc2ccccc2[nH]1	82	83	76	86	76	94	81	67	92
C/C=C/C(=O)NN	97	/	103	104	98	105	113	123	100
CC(C)(C)C(=O)CC(=O)c1cccnc1	109	107	99	102	106	105	104	97	115
O=C1C=CC(=Nc2cccc3c2C(=O)c2ccccc2-3)O1	100	95	91	101	96	110	97	77	107
CC1NC(C(=O)O)Cc2c1[nH]c1ccccc21 (stereo unspecified)	109	121	104	105	103	109	112	107	/
COC(=O)c1cc(C)c(C)cc1NC1OC(CO)C(O)C1O (stereo unspecified)	123	124	101	105	98	108	100	111	101
COc1ccc(/C=N/OCC(O)CN2CCOCC2)cc1OC1CCCC1 (stereo unspecified)	104	107	96	96	/	104	/	98	101
CC(=O)OCCN1C=C(S(C)(=O)=O)C2=NCCCN2C1=O	98	102	98	108	104	107	104	95	98
O=C(O)CNC(=O)Cc1ccccc1	103	116	100	104	96	109	110	107	109
CC1=CC(c2ccco2)=C2C(N)=NNC2N1 (stereo unspecified)	93	87	98	99	96	100	101	95	93
CCN(CC)CCOCC1CC2C(C=C1C)C2(C)C (stereo unspecified)	94	107	100	106	99	104	96	97	95
CC(=O)c1cnc(-c2ccccc2)nc1CBr	102	89	88	92	92	98	105	-23*	80
COc1ccc(-c2cc(-c3cccnc3)[nH]c(=O)c2C#N)cc1	97	99	102	104	94	105	114	90	99
O=C1NC(=O)C23C=CC(O2)C2(O)CCCc4cccc(c42)N13 (stereo unspecified)	100	105	103	104	108	111	103	85	109
COc1ccc(-n2c(C)nc3c(c(C)nn3-c3ccccc3)c2=O)cc1	50	20	18	-13*	51	3.7*	45	-14*	37
C=CCc1cc(OC)cc(CC=C)c1O	103	99	101	108	101	113	92	96	98
CCc1cccc(OC(=O)CCl)c1	106	112	102	104	91	102	103	99	106

Arranged by SMILES length (rising): some entries from above
SMILES	NCI-H322M	IGROV1	NCI-H23	NCI/ADR-RES	NCI-H226	NCI-H460	SK-OV-3	NCI-H522	OVCAR-4
CC(=O)OCCN1C=C(S(C)(=O)=O)C2=NCCCN2C1=O	98	102	98	108	104	107	104	95	98
COc1ccc(-c2cc(-c3cccnc3)[nH]c(=O)c2C#N)cc1	97	99	102	104	94	105	114	90	99
O=C1NC(=O)C23C=CC(O2)C2(O)CCCc4cccc(c42)N13 (stereo unspecified)	100	105	103	104	108	111	103	85	109

Continued:
SMILES	NCI-H322M	IGROV1	NCI-H23	NCI/ADR-RES	NCI-H226	NCI-H460	SK-OV-3	NCI-H522	OVCAR-4
O=C(Nc1nccs1)c1ccc(COc2ccccc2)o1	97	110	100	105	99	106	104	89	97
CCOc1nc2cccc(C(=O)O)c2n1Cc1ccc(-c2ccccc2-c2nn[nH]n2)cc1	112	112&106	96&106	108&102	102&99	107&108	115&114	112	102&105
COC(=O)[C@H](Cc1c[nH]c2ccccc12)NC(=O)[C@H](Cc1ccccc1)NCc1ccco1	94	100	100	106	90	100	103	82	115
C#CCOc1ccccc1C(=O)NNc1ccc([N+](=O)[O-])cc1[N+](=O)[O-]	101	94	90	89	/	101	101	83	89
CCOP(=O)(CCN1CCN(CCCCCOc2cc3c(cc2OC)C(=O)N2CCC[C@H]2C=N3)CC1)OCC	140	-26*	104	88	114	76	118	63	88
CC(C)(O)C1c2ccccc2-c2ccccc21	104	106	92	98	102	113	108	98	112

Of the compounds above, 4 have a COOH group:
SMILES	NCI-H322M	IGROV1	NCI-H23	NCI/ADR-RES	NCI-H226	NCI-H460	SK-OV-3	NCI-H522	OVCAR-4
O=C(O)C(=S)Cc1ccco1	114	111	107	107	109	106	110	79	/
CC1NC(C(=O)O)Cc2c1[nH]c1ccccc21 (stereo unspecified)	109	121	104	105	103	109	112	107	/
O=C(O)CNC(=O)Cc1ccccc1	103	116	100	104	96	109	110	107	109
CCOc1nc2cccc(C(=O)O)c2n1Cc1ccc(-c2ccccc2-c2nn[nH]n2)cc1	112	112&106	96&106	108&102	102&99	107&108	115&114	112	102&105
